# MrgX1 ag: agonists of human MrgX1 receptor, primary screen, HEK293 cells, Fluo-4 calcium flux | Mas-related G-protein coupled receptor member X1 (Homo sapiens), Q96LB2 | Fluo-4 calcium fluorescence, agonist mode; active compounds read high | B-score at 10 µM | 0.44% of 310,000 active | AID 588627, 2011;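 active means calcium response B-score plate-corrected fluorescence ratio at least 3 library SD, with starting fluorescence B-score inside 5 SD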
#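 Test system: Stable human MrgX1 HEK293 cell line | Schedule: Overnight plating before 1 h dye loading | Read-out basis: Baseline-normalised fluorescence change ratio, B-scored | Detection: Kinetic calcium dye fluorescence, Fluo-4 NW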
# AI-2 QS modul: Vibrio harveyi AI-2 quorum sensing modulators, primary screen, JMH597 strain, luminescence/OD600 ratio | AID 2094, 2009 | activity change, % at 7.5 µM | 0.4% of 300,000 active | Vibrio harveyi JMH597 AI-2 luminescence/OD600 ratio, 9 h; active compounds read low; strain lacks LuxN and CqsS sensors; 0 = neutral-control median; in the data active means activity change below about -75%, passing the limit was not always enough;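 further: luminescence divided by OD600 gain over 9 h not by final OD600 alone; inactives centre near 13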
# TRPC6 inhibitor: mouse TRPC6 channel inhibitors, primary screen, cell-based, HEK293, membrane potential dye; ACh-evoked depolarization; active compounds read low; B-score at 10 µM; 1.1% of 310,000 active;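 active means B-score under library mean minus 3 SD, initial fluorescence not abnormally high, positive integrated signal ratio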;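 further: B-score derived from integrated fluorescence ratio over the kinetic read; more negative B-score means stronger inhibition of depolarization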
# Target sequence (Q61143 whole entry, looked up): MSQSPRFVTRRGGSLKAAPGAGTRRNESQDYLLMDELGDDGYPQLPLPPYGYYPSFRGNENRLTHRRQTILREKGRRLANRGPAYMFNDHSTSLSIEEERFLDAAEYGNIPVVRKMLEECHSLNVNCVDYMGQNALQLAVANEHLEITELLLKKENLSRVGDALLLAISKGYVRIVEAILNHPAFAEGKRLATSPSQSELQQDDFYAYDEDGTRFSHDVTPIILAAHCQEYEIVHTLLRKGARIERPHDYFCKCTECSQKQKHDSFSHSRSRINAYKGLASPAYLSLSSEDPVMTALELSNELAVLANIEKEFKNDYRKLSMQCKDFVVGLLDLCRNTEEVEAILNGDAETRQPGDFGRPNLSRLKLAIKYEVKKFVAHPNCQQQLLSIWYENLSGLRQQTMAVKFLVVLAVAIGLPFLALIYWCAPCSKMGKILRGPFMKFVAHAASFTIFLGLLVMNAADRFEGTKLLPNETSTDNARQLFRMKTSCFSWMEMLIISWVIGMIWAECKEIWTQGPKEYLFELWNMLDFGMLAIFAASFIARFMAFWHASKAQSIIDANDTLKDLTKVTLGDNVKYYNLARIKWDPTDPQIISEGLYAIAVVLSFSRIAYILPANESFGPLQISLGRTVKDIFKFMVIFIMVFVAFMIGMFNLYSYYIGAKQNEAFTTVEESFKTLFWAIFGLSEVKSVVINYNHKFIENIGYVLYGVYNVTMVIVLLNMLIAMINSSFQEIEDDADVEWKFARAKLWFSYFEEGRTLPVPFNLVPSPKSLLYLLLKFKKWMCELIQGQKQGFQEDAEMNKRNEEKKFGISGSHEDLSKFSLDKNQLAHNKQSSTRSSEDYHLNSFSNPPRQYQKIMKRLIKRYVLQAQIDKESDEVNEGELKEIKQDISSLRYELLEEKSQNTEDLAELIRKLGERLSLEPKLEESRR
# HIF activator: HIF pathway transcriptional activators, primary screen, cell-based, U2OS HRE-luciferase, luminescence. U2OS HRE-luciferase reporter; normalized: DMSO 0%, desferrioxamine 100%. activation, % at 7.5 µM (by protocol). 0.32% of 300,000 active. AID 1910, 2009;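 active means mean activation of at least 10% of the iron chelator positive control signal, with at least half of replicates also reaching 10%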
# TRPC4 potent: positive allosteric modulators of TRPC4, primary screen, cell-based, mouse TRPC4beta, HEK293 mu-opioid, Fluo-4 calcium; 0.42% of 310,000 active; DAMGO EC20, Fluo-4 Ca2+ flux; active compounds read high; AID 2227, 2009; Short transient receptor potential channel 4 (Mus musculus), Q9QUQ5; B-score at 10 µM;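 active means B-score of calcium response area above 5 SD of library B-scores, with initial fluorescence ratio within 5 SD of library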;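 further: B-score of integrated fluorescence ratio over time as area under calcium response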
# TRPC4 agonist: activators of mouse TRPC4 channel, primary screen, Fluo4 calcium, HEK293 TRPC4beta/mu-opioid cells | Short transient receptor potential channel 4 (Mus musculus), Q9QUQ5 | Fluo4 calcium fluorescence; active compounds read high | B-score at 10 µM | 0.49% of 310,000 active;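 active means B-score above 5 SD of library B-scores, and initial fluorescence ratio not above library mean plus 5 SD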;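 further: positive B-score marks a calcium rise read as TRPC4 activation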
#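 Assay system: HEK293 cells stably co-expressing mouse TRPC4beta and mu-opioid receptor / Timing: Fluo4 dye loading 45 min at room temperature, 110 s recording / Signal: Fluo4 calcium-sensitive dye fluorescence, kinetic, 1 Hz baseline / Read-out: integrated baseline-normalised fluorescence ratio, converted to per-well B score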
# TRPC4 inh: inhibitors of mouse TRPC4 channel, primary screen, Fluo4 calcium, HEK293 TRPC4beta/mu-opioid cells | DAMGO-evoked Fluo4 calcium flux; active compounds read low | B-score at 10 µM | 0.39% of 300,000 active;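 active means B-score over 3 SD under the library average, no early fluorescence shift, positive overall ratio signal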
#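 Material: HEK293 cells with stable TRPC4beta plus mu-opioid receptor expression; probe or stimulus: DAMGO in two steps, submaximal then maximal; technique: Fluo4 calcium fluorescence by kinetic imaging, 5 s 1 Hz baseline; measure: integrated fluorescence ratio relative to baseline, converted to per-well B score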
# MrgX1 PAM: positive allosteric modulators of MrgX1, primary screen, HEK293 cells, Fluo-4 calcium flux. Mas-related G-protein coupled receptor member X1 (Homo sapiens), Q96LB2. FDSS; active compounds read high. B-score at 10 µM. 0.63% of 310,000 active. AID 588675, 2011;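 active means plate-corrected calcium response at least 3 library SD above typical, normal starting fluorescence, not activating the receptor alone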;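 further: compound read alongside a low EC10 to EC30 dose of BAM8-22 agonist; peak minus trough fluorescence over baseline measured at the second addition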
# PolyA inhibitor: polyadenylation inhibitors in yeast reporter cells, primary screen, luminescence, S. cerevisiae; S. cerevisiae SKY197-pL101 polyadenylation reporter, beta-gal luminescence; efflux-impaired pdr1/pdr3 knockout yeast; score 100 = 6 SD above DMSO; calls only at 12 µM; 0.02% of 300,000 active; AID 1875, 2009;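 active means lowest replicate activity score at least 50, where 100 means six control SD above control mean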;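 further: yeast exposed to compound for 9 h at 30 °C; higher score means more reporter readthrough which indicates perturbed polyadenylation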
# TRPC6 activator: mouse TRPC6 channel activators, primary screen, cell-based, HEK293, membrane potential dye; AID 2550, 2010; 0.13% of 310,000 active; B-score at 10 µM; HEK293-TRPC6 membrane potential dye fluorescence; active compounds read high; Short transient receptor potential channel 6 (Mus musculus), Q61143;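 active means B-score of the integrated fluorescence ratio above library mean plus 3 SD, and starting fluorescence ratio within library mean plus 5 SD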;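 further: higher score means more depolarization so channel activation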
# MrgX1 antag: antagonists of human MrgX1 receptor, primary screen, HEK293 cells, Fluo-4 calcium flux; AID 588676, 2011; Mas-related G-protein coupled receptor member X1 (Homo sapiens), Q96LB2; B-score at 10 µM; 1.3% of 310,000 active; BAM8-22 antagonism; active compounds read low;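 active means calcium-response B-score plate-corrected more than 3 library SD below zero, starting fluorescence within 5 deviations, no agonist response on first addition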;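 further: peak minus trough fluorescence over baseline after final BAM8-22 challenge near maximal dose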
# * marks the source's active call; other numbers are inactive results; i = inactive; x = no result given.
structure | AI-2 QS modul | HIF activator | PolyA inhibitor | TRPC6 activator | TRPC4 potent | MrgX1 antag | TRPC4 agonist | MrgX1 ag | MrgX1 PAM | TRPC6 inhibitor | TRPC4 inh
Cn1c(=O)c(-c2cccc(Cl)c2)c(O)c2ccccc21 | -5.5 | -1.5 | i | i | i | i | i | i | i | i | i
O=C(Cn1cnc2sc(-c3ccccc3)cc2c1=O)NCCc1ccccc1 | -3.0 | 0.4 | i | i | i | i | i | i | i | i | i
O=C1CSC(c2ccc(Cl)cc2)N1C1CCCCC1 (stereo unspecified) | 19.1 | -0.3 | i | i | i | i | i | i | i | i | i
O=C(COC(=O)COc1ccccc1)NCc1ccccc1 | 18.4 | 0.1 | i | i | i | i | i | i | i | i | i
COc1ccc(N(CC(=O)NCC2CCCO2)C(=O)CCC(=O)Nc2cc(C)on2)cc1OC (stereo unspecified) | 7.4 | 0.9 | i | i | i | i | i | i | i | i | i
Cc1nn(C(C)C(=O)NCC2CCCO2)c(=O)c2cc3occc3n12 (stereo unspecified) | 18.6 | -0.2 | i | i | i | i | i | i | i | i | i
CC(NC(=O)Cc1cccs1)C(c1cccs1)N1CCN(c2ccccc2)CC1 (stereo unspecified) | 20.5 | x | i | i | i | i | i | i | i | i | i
O=C(c1ccc(-n2cccn2)cc1)N1CCc2c([nH]c3ccccc23)C1c1ccccn1 (stereo unspecified) | 1.8 | -0.1 | i | i | i | i | i | i | i | i | i
CCC(=NCc1ccco1)c1c(C(F)(F)F)[nH]n(-c2nc3ccccc3s2)c1=O | 17.0 | -0.2 | i | i | i | i | i | i | i | i | i
CCOc1ccc(C(O)(c2ccccc2OC)C(CN2CCCC2)c2ccccc2)cc1 (stereo unspecified) | 34.3 | -1.3 | i | i | i | i | i | i | i | i | i
CCOc1c(C(N)=O)c(-c2ccccc2)c2c(=O)[nH]c3ccccc3n12 | 21.7 | 0.3 | i | i | i | i | i | i | i | i | i
COc1c(Cl)cc(Cl)cc1CNCCNCC(C)O (stereo unspecified) | 7.3 | 0.1 | i | i | i | i | i | i | i | i | i
O=C(c1ccco1)[C@@H]1[C@@H]2C(=O)N(c3ccccc3)C(=O)[C@@H]2C2c3ccccc3C=CN21 (stereo partly specified) | 3.1 | 0.2 | i | i | i | i | i | i | i | i | i
Cn1nccc1C(=O)Nc1ccc(Cl)cc1 | 4.2 | 1.4 | i | i | i | i | i | i | i | i | i
Cc1ccc(NC(=O)CN(C)C(=O)c2ccc(Cl)c([N+](=O)[O-])c2)cc1 | -8.3 | -0.4 | i | i | i | i | i | i | i | i | i
CCN(CC)CCCNC(=O)c1cc(-c2ccccc2)c(N2CCCCC2)s1 | 2.4 | 1.1 | i | i | i | i | i | i | i | i | i
O=S(=O)(c1ccc(Cl)cc1)n1cccn1 | 19.3 | -0.5 | i | i | i | i | i | i | i | i | i
O=C(CN1C(=O)NC(Cc2c[nH]c3ccccc23)C1=O)NCCc1ccccc1 (stereo unspecified) | 1.8 | -2.9 | i | i | i | i | i | i | i | i | i
Cc1cc(C)n2nc(C(=O)Nc3c(C)nn(Cc4ccc(F)cc4)c3C)cc2n1 | 4.8 | -0.3 | i | i | i | i | i | i | i | i | i
CCn1c(SCc2ccccc2Cl)nc2ccccc21 | -11.6 | 2.3 | i | i | i | i | i | i | i | i | i
O=C(CSc1ncnc2scc(-c3ccccc3)c12)N1CCN(c2ccccc2F)CC1 | 18.8 | -0.2 | i | i | i | i | i | i | i | i | i
COC(=O)C1C(O)=C(C=NCc2ccccc2)C(=O)CC1(C)C (stereo unspecified) | -24.7 | -0.4 | i | i | i | i | i | i | i | i | i
CCN(CC)S(=O)(=O)c1ccc2c(c1)nc(SCC(N)=O)n2-c1ccc(OC)cc1 | -0.5 | 0.1 | i | i | i | i | i | i | i | i | i
Cc1onc(-c2ccccc2)c1C(=O)N/N=C/c1cn(C)c2ccccc12 | -1.7 | 0.0 | i | i | i | i | i | i | i | i | i
Cc1nc2ccccc2nc(C)c1=NOCc1cccc(Cl)c1 | 11.8 | -0.3 | i | i | i | i | i | i | i | i | i
Cn1c(=O)c2c(nc(Cl)n2CCOc2ccccc2)n(C)c1=O | 11.6 | -0.1 | i | i | i | i | i | i | i | i | i
N#Cc1ccc(/C=C\c2nccc3c2[nH]c2ccccc23)cc1 | -6.9 | -1.5 | i | i | i | i | i | i | i | i | i
O=[N+]([O-])c1ccc2nc(-c3ccccc3[N+](=O)[O-])[nH]c2c1 | 14.9 | 0.4 | i | i | i | i | i | i | i | i | i
CCOC(=O)C1CCCN(C(=O)c2ccc(Cl)cc2)C1 (stereo unspecified) | 19.7 | -0.1 | i | i | i | i | i | i | i | i | i
C=CCOC(=O)C1=C(C)Nc2nnnn2C1c1cccc(OC)c1OC (stereo unspecified) | 17.2 | -0.2 | i | i | i | i | i | i | i | i | i

structure | AI-2 QS modul | HIF activator | PolyA inhibitor | TRPC6 activator | TRPC4 potent | MrgX1 antag | TRPC4 agonist | MrgX1 ag | MrgX1 PAM | TRPC6 inhibitor | TRPC4 inh
CC(/C=C1\NC(=S)NC1=O)=C\c1ccccc1 | 15.9 | -24.4 | i | i | i | -5.1* | i | i | i | i | i
COc1ccc(C(=O)Nc2ccccc2Cc2ccccc2)c(OC)c1 | 24.2 | 0.3 | i | i | i | i | i | i | i | i | i
Cc1c(C(=O)N/N=C/c2ccccc2)sc(=S)n1C | 20.4 | -0.4 | i | i | i | i | i | i | i | i | i
CCn1c(=O)cc(SCC(=O)Nc2ccc3c(c2)OCO3)c2ccccc21 | 21.7 | 0.5 | i | i | i | i | i | i | i | i | i
CSc1nsc(/C=C/Nc2ccc(O)cc2C)c1C#N | 20.5 | -0.5 | i | i | i | i | i | i | i | i | i
CCOC(=O)c1ccc(NC(=S)N(CCCN2CCCC(C)C2)Cc2ccco2)cc1 (stereo unspecified) | 15.8 | -0.3 | i | i | i | i | i | i | i | i | i
O=C(NCc1cccc(Cl)c1)c1ccc2ccccc2n1 | -19.3 | -0.5 | i | i | i | i | i | i | i | i | i
CCc1cc(=O)oc2cc(C)cc(OCC(C)=O)c12 | 21.5 | 0.4 | i | i | i | i | i | i | i | i | i
O=C1CC(N2CCN(c3nc4ccccc4s3)CC2)C(=O)N1c1cccc(F)c1 (stereo unspecified) | 22.7 | -0.3 | i | i | 10* | i | i | i | i | i | i
Cc1cc(Nc2ccccc2)n(CCO)n1 | 19.6 | -0.1 | i | i | i | i | i | i | i | i | i
COc1ccc2nc(NC(=O)C3=NN(c4ccccc4)C(=O)CC3)sc2c1 | 18.7 | -0.1 | i | i | i | -5.64* | i | i | i | i | i
COc1ccc2[nH]c(=O)c(CN(CC3CCCO3)C(=S)Nc3ccccc3)cc2c1 (stereo unspecified) | 17.7 | -0.7 | i | i | i | i | i | i | i | i | i
CN(CCO)c1nc(NCc2ccccc2)c2cnn(C)c2n1 | 15.5 | -0.1 | i | i | i | i | i | i | i | i | i
N#CCSc1nnc(-c2ccc(S(=O)(=O)N3CCOCC3)cc2)n1CC1CCCO1 (stereo unspecified) | -11.1 | -0.3 | i | i | i | i | i | i | i | i | i
CC(C)CNc1cc(N2CCCC2)ccc1[N+](=O)[O-] | 12.2 | 0.1 | i | i | i | i | i | i | i | i | i
Cc1ccc(OC(C)C(=O)Nc2ccc3c(c2)n(C)c(=O)n3C)cc1C (stereo unspecified) | -0.3 | 1.0 | i | i | i | i | i | i | i | i | i
O=C(CSc1oc(-c2cccs2)nc1S(=O)(=O)c1ccc(F)cc1)NCC1CCCO1 (stereo unspecified) | 7.6 | -0.4 | i | i | i | i | i | i | i | i | i
Cc1cc(C)c(-c2cc(NC(=O)COC(=O)c3ccc(C#N)cc3)n(-c3ccccc3)n2)cc1C | 13.2 | -0.4 | i | i | i | i | i | i | i | i | i
Cc1ccc(CNC(=O)C2CCC(CNS(=O)(=O)c3cccs3)CC2)cc1 (stereo unspecified) | x | -1.2 | i | i | i | i | i | i | i | i | i
Cc1cccc(NS(=O)(=O)c2cccc3nsnc23)c1 | 11.4 | 0.0 | i | i | i | i | i | i | i | i | i
Cc1c(C(=O)O)sc2c1c(=O)n(Cc1ccccc1)c(=O)n2C | 14.0 | -0.9 | i | i | i | i | i | i | i | i | i
N#CCCCCn1c(-c2cncs2)nc2ccccc21 | 16.7 | -0.3 | i | i | i | i | i | i | i | i | i
CN(c1ccccc1C(=O)Nc1ccc(S(=O)(=O)N2CCCCC2)cc1)S(C)(=O)=O | 50.8 | -0.2 | i | i | i | i | i | i | i | i | i
CC(C)(C)C(=O)NC(=S)NNC(=O)c1sc2ccccc2c1Cl | 15.3 | -2.4 | i | i | i | i | 256* | 142* | i | i | i
CCN(CC)CCCNS(=O)(=O)c1ccc(OC)cc1 | 6.5 | -0.4 | i | i | i | i | i | i | i | i | i
CCNc1ccccc(C(=O)/C=C/c2ccc3c(c2)OCO3)c1=O | 32.1 | 0.1 | i | i | i | i | i | i | i | i | i
CCC(C)c1ccc(C(C)NC(=S)NCc2ccc(F)cc2)cc1 (stereo unspecified) | -1.8 | -0.4 | i | i | i | i | i | i | i | i | i
O=C(CCc1ccccc1)NNC(=O)Nc1ccc(Cl)cc1 | 7.9 | 0.7 | x | i | i | i | i | i | i | i | i
Cc1oc2ccccc2c1CC(=O)NCCCN(C)C | 6.7 | -0.3 | i | i | i | i | i | i | i | i | i
Nc1ccnn1Cc1cccnc1 | -1.5 | 0.1 | i | i | i | i | i | i | i | i | i
N#C/C(=N/Nc1ccc(S(=O)(=O)N2CCOCC2)cc1)C(N)=O | 25.0 | -0.1 | i | i | i | i | i | i | i | i | i
O=C(Nc1ccccc1Cl)c1cc2ccccc2o/c1=N\O | 1.8 | -7.7 | i | i | i | i | i | i | i | i | i

# These rows are one share of the data (hit frequency here may not be typical).
